Screening results: PubChem BioAssay, National Center for Advancing Translational Sciences (NCATS)
RGS4 inh: Inhibitors of Regulator of G Protein Signaling (RGS) 4: qHTS; Regulator of G-protein signaling 4 (Homo sapiens), P49798; Transcreener GDP fluorescence polarization, RGS4-accelerated GTP hydrolysis; Potency, µM (series often up to 114 µM), inactives show at the top dose activity change, negative = inhibition, actives largely listed as inhibitors; hit rate 0.039% among 390,000; also: potency is read from the fitted curve at half-maximal effect; % is scaled to controls: 0 for no effect and ±100 for the full control effect; nearly all actives have a fitted effect of over 75% in size; some results filed as inactive show a strong effect at the top dose
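MLSMR compounds (23 nl, pin-transferred) preincubated 10 min at room temperature with a 500nM (2x) first reagent, then RGS4 at 900nM (2x) plus Transcreener GDP mix added; fluorescence polarization (620/688 nm) read before and after 90 min at 30 °C.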
12-LOX inh: Primary qHTS assay for inhibitors of human arachidonate 12S-lipoxygenase (ALOX12): Round 2; hit rate 1.1% among 580,000; purified 12hLO, xylenol orange hydroperoxide absorbance; Potency, µM (top dose mostly 108 µM), for the others: at the highest dose activity change, negative = inhibition, most hits filed as inhibitors; Polyunsaturated fatty acid lipoxygenase ALOX12 (Homo sapiens), P18054; also: potency is read from the fitted curve at half-maximal effect; % is scaled to controls: 0 for no effect and ±100 for the full control effect
Target sequence (P18054 whole entry, looked up): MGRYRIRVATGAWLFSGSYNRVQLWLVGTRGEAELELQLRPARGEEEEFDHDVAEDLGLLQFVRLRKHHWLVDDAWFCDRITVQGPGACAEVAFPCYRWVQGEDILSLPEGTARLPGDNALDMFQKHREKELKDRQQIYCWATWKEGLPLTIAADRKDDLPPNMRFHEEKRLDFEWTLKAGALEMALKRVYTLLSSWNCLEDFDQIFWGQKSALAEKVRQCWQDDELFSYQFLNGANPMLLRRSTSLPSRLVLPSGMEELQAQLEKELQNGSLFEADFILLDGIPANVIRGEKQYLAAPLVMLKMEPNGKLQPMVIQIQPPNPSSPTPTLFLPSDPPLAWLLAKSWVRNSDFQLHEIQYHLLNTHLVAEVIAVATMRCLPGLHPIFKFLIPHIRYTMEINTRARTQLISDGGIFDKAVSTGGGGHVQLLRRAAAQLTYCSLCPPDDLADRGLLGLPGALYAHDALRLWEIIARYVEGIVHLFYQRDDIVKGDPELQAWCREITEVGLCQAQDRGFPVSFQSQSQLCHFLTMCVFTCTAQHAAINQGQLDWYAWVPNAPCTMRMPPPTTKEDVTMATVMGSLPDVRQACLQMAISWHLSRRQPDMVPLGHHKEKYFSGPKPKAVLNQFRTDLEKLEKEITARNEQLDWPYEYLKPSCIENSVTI
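Purified human 12hLO at 150 nM in 25 mM Hepes, 0.01% Triton X-100, pH 7.0, preincubated 15 min at room temperature with compound. Reaction started with 40 uM arachidonic acid, 30 min at room temperature. Hydroperoxide measured by Fe-xylenol orange, 573/405 nm absorbance ratio.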
D2 ag: HTS Assay for Allosteric Agonists of the Human D2 Dopamine Receptor: Primary Screen for Agonists. D(2) dopamine receptor (Homo sapiens), P14416. hit rate 0.53% among 340,000. HEK293 T-REx D2 cells, calcium flux agonist mode. activation, % at 2 µM;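 active = activation over 3 SD above normal in the single-dose calcium agonist read, cut at about 30% in these data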; also: 0% is about no effect
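HEK293 Trex D2 cells, tetracycline-induced, o/n 30 C 5% CO2; no-wash Ca dye, RT 30–90 min; 10-cycle baseline, 23 nl cpd added, kinetic Ca read 180 s; agonist hits = positive Ca response.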
Vif-A3F inh: qHTS for Inhibitors of Vif-A3F Interactions: qHTS. HeLa A3F-eYFP + Vif (tagged APOBEC3F with the HIV-1 protein that degrades it), YFP fluorescence increase. Potency, µM (series often up to 46.1 µM), for the others: at the highest dose activity, negative = active. hit rate 0.2% among 390,000; also: potency is read from the fitted curve at half-maximal effect; % of control where 0% means no effect; nearly all actives have a fitted effect of over 65% in size
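HeLa cells stably expressing Vif plus C-terminally eYFP-tagged A3F were seeded, incubated overnight at 37 deg C, dosed with compound, incubated overnight again at 37 deg C. Yellow fluorescence (Ex 488/Em 500-530) reported blocked Vif-mediated A3F-eYFP degradation.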
D2 antagonist: HTS Assay for Allosteric Antagonists of the Human D2 Dopamine Receptor: Primary Screen for Antagonists; HEK293 TREx D2 cells, calcium flux, dopamine EC80; AID 485344, 2010; inhibition, % at 10 µM; D(2) dopamine receptor (Homo sapiens), P14416; hit rate 2% among 340,000; in the data active = inhibition above about 30%; also: 0% is about no effect
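Calcium mobilization kinetics were recorded at 1 s intervals in tetracycline-induced HEK293 T-REx D2 cells, first for 180 s after compound addition and then 180 s after EC80 dopamine.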
Glioma ERSR ind: qHTS for Inducers of the Endoplasmic Reticulum Stress Response (ERSR) in Human Glioma: qHTS; U87-MG GRP78 promoter luciferase reporter, 16 h; Potency, µM, inactives show at the highest dose activation, hits mostly activators; hit rate 0.02% among 420,000; AID 602332, 2012; also: potency is read from the fitted curve at half-maximal effect; series mostly up to about 76 µM; % of control where 0% means no effect; nearly all actives have a fitted effect of over 35% in size
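Stably transfected U87-MG human glioma cells carrying a GRP78-based luminescent sensor were seeded at 1000 cells/well, pin-dosed with compounds and incubated 16 h. Luciferase reagent was then added, and end-point luminescence was read after 10 min at room temperature.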
Vif-A3G inh: qHTS for Inhibitors of Vif-A3G Interactions: qHTS | DNA dC->dU-editing enzyme APOBEC-3G (Homo sapiens), Q9HC16 | HeLa A3G-eYFP + Vif (tagged APOBEC3G with the HIV-1 protein that degrades it), YFP fluorescence, overnight | Potency, µM (doses to about 46.1 µM), for inactives: at the top dose activity, negative = active, most hits filed as inhibitors | hit rate 0.076% among 410,000 | AID 602310, 2012;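 also: potency is read from the fitted curve at half-maximal effect; % is scaled to controls: 0 for no effect and ±100 for the full control effect; nearly all actives have a fitted effect of over 60% in size; hits raise eYFP signal because A3G escapes Vif-driven loss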
Target sequence (Q9HC16 whole entry, looked up): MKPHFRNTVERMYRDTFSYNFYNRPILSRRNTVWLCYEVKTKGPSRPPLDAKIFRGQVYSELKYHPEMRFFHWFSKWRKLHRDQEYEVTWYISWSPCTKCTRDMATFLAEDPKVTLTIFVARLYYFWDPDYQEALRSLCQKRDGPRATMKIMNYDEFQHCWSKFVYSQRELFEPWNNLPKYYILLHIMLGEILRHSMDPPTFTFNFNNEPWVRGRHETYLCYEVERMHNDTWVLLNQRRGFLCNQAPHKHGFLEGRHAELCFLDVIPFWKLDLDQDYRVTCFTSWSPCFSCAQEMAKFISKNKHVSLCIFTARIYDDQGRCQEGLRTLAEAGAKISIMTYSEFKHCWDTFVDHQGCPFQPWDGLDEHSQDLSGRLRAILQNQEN
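Read-out is eYFP fluorescence (Ex 488/Em 500-530) from Vif-expressing HeLa A3G-eYFP cells; more signal means A3G escaped Vif-mediated degradation. Cells plated overnight, compound pinned in, incubated overnight at 37 deg C.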
LDHA inh: qHTS assay for inhibitors of human lactate dehydrogenase; L-lactate dehydrogenase A chain (Homo sapiens), P00338; purified LDHA, NADH/diaphorase-resazurin fluorescence; active compounds read low; activity change, % (values are at about 110 or 230 µM); hit rate 0.15% among 480,000; in the data active = activity change below about -30%; inconclusive = mostly about -25% to -30%;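 also: plate controls were DMSO wells for no effect and wells without enzyme for full effect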
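Remaining NADH was detected by diaphorase (0.133 mg/mL) converting 37 µM resazurin to fluorescent resorufin, read at 0 and 20 minutes. The preceding 5-minute room-temperature reaction used 2 nM LDHA, 0.2 mM sodium pyruvate and 0.06 mM NADH at pH 7.4.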
ERG-DNA inh: qHTS for Small Molecule Inhibitors of the ERG Ets/DNA interaction; fluorescence polarization, His-ERG Ets domain / labelled DNA; Potency, µM (doses to about 76.9 µM), for the others: at the highest dose FP activity, negative = inhibition, usual class: inhibitors; hit rate 0.028% among 370,000; AID 624246, 2012; active = well fitted inhibition curve with a large enough effect in the polarisation, with a control signal flat; inconclusive = small, poorly fitted or top-dose-only effect, or effect the other way, or a change in a side signal; inactive = no such curve, though single readings can be large or run the other way; the % refers to the polarisation;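 also: polarization taken with two DNA probes labelled with fluorescein and Texas red; potency is read from the fitted curve at half-maximal effect; % of control where 0% means no effect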
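His-tagged ERG Ets domain (1 uM in the protein solution; 300mM KCl, 50mM Tris-HCl, 1mM EDTA, 1mM DTT, pH 7.5) received compound, then a probe mix of 5 nM fluorescein-DNA and 100nM Texas-615-DNA. Fluorescence polarization was read for both dyes.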
* = called active by the depositor; ? = inconclusive; nt = no result given; [ ] = remark or other dose. Unless noted, calls follow the shape of the dose curve; as a rule, active = well fitted curve in the direction sought with a large enough effect; inconclusive = small, poorly fitted or top-dose-only effect, or another doubt; inactive = no such curve, though single readings can be large; an effect the other way counts as inactive or inconclusive. The list is partial, so the mix of outcomes need not match the whole.

Below each compound – LDHA inh	Vif-A3G inh	ERG-DNA inh	D2 antagonist	Glioma ERSR ind	D2 ag	12-LOX inh	Vif-A3F inh	RGS4 inh
(1) Cc1nc2ccc(S(=O)(=O)N(C)CC(=O)Nc3ccccc3F)cc2s1
 : -1.2	-5.1%	2.0%	-6.7	-1.8%	-0.6	0.3%	2.9%	-13.5%
(2) Cc1ccccc1OCC(=O)Nc1cc(S(=O)(=O)N2CCCCC2)ccc1N1CCN(C)CC1
 : -11.6	0.2%	-5.5%	16.4	5.0%	-0.4	-10.4%	3.3%	6.9%
(3) CCOc1ccc(-c2ccc(C3=CC(=O)C[C@H](c4ccc(F)cc4)C3)cc2)cc1
 : -8.8	1.0%	nt	nt	-3.1%	nt	3.8%	nt	nt
(4) CCC(OC(C)=O)c1cc2c(cc1[N+](=O)[O-])OCCO2 (centres undefined)
 : -1.0	1.8%	-4.3%	6.2	-3.2%	-1.1	14.2%	-0.8%	3.7%
(5) CC1=C(C(=O)OC2CCCC2)C(c2ccc(C)o2)C2=C(CC(c3cccs3)CC2=O)N1 (centres undefined)
 : 12.7	-14.8%	13.0%	8.6	-0.9%	0.1	?	-6.0%	?
(6) COc1c(Cl)cc(Cl)cc1CNc1ccc(S(N)(=O)=O)cc1
 : -6.5	-3.2%	3.6%	nt	-2.8%	nt	-8.2%	7.8%	11.3%
(7) O=C1CCn2c1c(O)c1ccccc1c2=O
 : 24.4	0.4%	-2.4%	nt	-3.9%	nt	?	8.1%	-50.3%
(8) Cc1ccc(CN2CC(C(=O)Nc3cccc(C)n3)CC2=O)cc1 (centres undefined)
 : -8.2	1.4%	-0.3%	-20.4	5.5%	-0.2	-7.4%	-7.8%	4.5%
(9) CCCOc1ccc(N2C(=O)CC(N(CCc3ccc(OC)cc3)C(=O)/C=C/C(=O)O)C2=O)cc1 (centres undefined)
 : 2.7	0.3%	-3.3%	8.6	-3.1%	-0.1	-9.9%	4.9%	-0.3%
(10) CC1CCN(c2nc(-c3ccco3)c3c(c2C#N)CC(C)(C)OC3)CC1
 : 4.6	0.0%	12.9%	-7.5	7.4%	0.2	?	-1.2%	?
(11) O=C(NC1CCCCC1)C(=S)NCCc1ccccc1
 : -4.0	3.1%	-11.0%	-5.9	4.4%	8.8	-16.9%	2.7%	?
(12) COc1cc(NC(=O)C2CCC(=O)N2S(=O)(=O)c2ccc(C)cc2)cc(OC)c1 (centres undefined)
 : -7.0	-0.6%	9.2%	5.5	-8.2%	-0.4	0.0%	2.8%	2.0%
(13) C/C(=N\NC(=O)c1ccn(C)n1)c1ccc(NC(=O)c2cccc(F)c2)cc1
 : -9.9	2.4%	-0.2%	-3.4	4.2%	0.4	4.47µM*	2.4%	26.4%
(14) Cc1cc(C)c(C#N)c(SCc2c(F)cccc2[N+](=O)[O-])n1
 : -13.2	1.7%	-21.5%	0.3	3.7%	0.2	8.9%	-8.6%	20.7%
(15) C=CCN1C(=O)/C(=C/C(=O)OC)S/C1=N\NC(=O)c1ccccc1
 : -4.7	-11.1%	-2.9%	10.4	-4.5%	1.2	0.0%	0.6%	-20.4%

Some of these compounds in order of the ERG-DNA inh value, descending:
| no. | SMILES | LDHA inh | Vif-A3G inh | ERG-DNA inh | D2 antagonist | 12-LOX inh | RGS4 inh |
| --- | --- | --- | --- | --- | --- | --- | --- |
| 1 | Cc1nc2ccc(S(=O)(=O)N(C)CC(=O)Nc3ccccc3F)cc2s1 | -1.2 | -5.1% | 2.0% | -6.7 | 0.3% | -13.5% |
| 13 | C/C(=N\NC(=O)c1ccn(C)n1)c1ccc(NC(=O)c2cccc(F)c2)cc1 | -9.9 | 2.4% | -0.2% | -3.4 | 4.47µM* | 26.4% |
| 11 | O=C(NC1CCCCC1)C(=S)NCCc1ccccc1 | -4.0 | 3.1% | -11.0% | -5.9 | -16.9% | ? |

(next part)
Below each compound – LDHA inh	Vif-A3G inh	ERG-DNA inh	D2 antagonist	Glioma ERSR ind	D2 ag	12-LOX inh	Vif-A3F inh	RGS4 inh
(16) COc1cc(/C=C/C(=O)O)cc(S(=O)(=O)Nc2ccccc2Cl)c1OC
 : -9.2	1.8%	5.2%	2.6	-4.0%	-0.9	-29.1%	-7.9%	-6.6%
(17) CCn1c(SCC(=O)NC2CC2)nnc1-c1ccccc1OC
 : -5.1	-4.1%	16.5%	0.3	-0.2%	-0.3	1.1%	1.6%	1.6%
(18) CCOC(=O)c1ccc(NC(=O)CSc2nnc(COc3ccccc3OC)n2C)cc1
 : -4.3	-0.2%	3.9%	5.4	0.0%	0.9	-12.6%	-6.9%	-29.6%
(19) CCN(CC)CCN1C(=O)C(O)=C(C(C)=O)C1c1ccccc1[N+](=O)[O-] (centres undefined)
 : 0.5	-1.4%	?	-6.0	-1.1%	-0.4	-11.4%	-6.9%	-8.6%
(20) O=C(Nc1ccc(-c2nc3cccnc3s2)cc1)C1CCCO1 (centres undefined)
 : -1.5	1.0%	-5.6%	-13.9	-13.4%	2.7	7.0%	3.2%	-7.1%
(21) CC1=C(C(=O)Nc2ccccc2C(=O)NCCCOC(C)C)SCCO1
 : -1.9	-5.6%	6.9%	nt	3.5%	nt	-3.9%	1.5%	39.2%
(22) COc1ccc(-c2c(C)n([O-])c3c([n+]2=O)CCCCC3)cc1
 : -14.8	0.8%	-9.1%	16.9	-1.4%	22.4	2.4%	5.2%	7.5%
(23) CCc1ccc(C(C(=O)NCc2ccccc2)N(C(=O)c2csnn2)C2CC2)cc1 (centres undefined)
 : -3.8	0.5%	1.4%	-22.5	-3.6%	2.3	4.8%	-14.3%	-6.0%
(24) Oc1c(C(c2ccco2)N2CCN(C(c3ccccc3)c3ccccc3)CC2)sc2ncnn12 (centres undefined)
 : 1.0	1.7%	0.8%	14.1	-3.6%	-0.5	31.1%[activator]	1.9%	-28.3%
(25) CCCN(CCC)S(=O)(=O)c1cc(Br)cc2c1N(C(=O)CC)CC2
 : 7.4	-10.5%	-1.3%	-15.2	-5.7%	-0.7	0.0%	-9.8%	-11.6%[11.4 µM]
(26) Cc1ccc(C(=O)Nc2cc([N+](=O)[O-])ccc2C)cc1
 : -4.3	-0.1%	2.3%	-8.5	-3.2%	-0.6	-9.7%	-7.9%	8.4%
(27) Cn1c(=O)n(C)c2cc(NS(=O)(=O)c3ccc(C(C)(C)C)cc3)c(NCc3ccccc3)cc21
 : 21.1	-12.3%	-4.8%	nt	4.5%	nt	?	-6.0%	5.9%
(28) C[C@@H](NC(=O)c1cc2c([nH]c3ccccc32)c(-c2ccccc2)n1)C(=O)O
 : -2.0	1.6%	-8.4%	11.3	-5.6%	-0.6	6.1%	-9.9%	-0.9%
(29) c1ccc(-c2noc(C3CCCCC3)n2)nc1
 : -4.0	4.2%	-10.4%	-9.1	-9.0%	-1.2	?	8.3%	-20.3%
(30) O=C(CNc1n[nH]c(=O)[nH]c1=O)N/N=C/c1ccccc1
 : -4.9	0.8%	-1.8%	-21.2	0.0%	0.8	0.0%	-3.7%	-4.7%
(31) Cc1cccc(C)c1-n1c(C)cc(/C=N/NC(=O)c2ccncc2)c1C
 : -2.1	-0.8%	-1.3%	18.5	-3.5%	0.4	25.5%	-3.4%	-20.2%
(32) COc1ccc(N2CCN(CC(O)COc3ccc(F)cc3)CC2)cc1 (centres undefined)
 : 2.1	-0.4%	17.3%	-12.7	0.3%	-0.3	?	5.9%	-0.7%
(33) CCCCn1c(N)c(N(C)C(=O)C2CCCC2)c(=O)[nH]c1=O
 : -4.5	-2.1%	0.0%	-20.6	13.8%	0.6	-7.6%	-4.9%	2.6%
(34) CCn1c(SCC(=O)Nc2nccs2)nnc1-c1ccccc1
 : 6.7	-6.0%	-3.7%	-4.2	-0.6%	0.0	?	-8.2%	2.1%
(35) CCCc1nc(-c2ccccc2)c(-c2ccc(OC)c(OC)c2)c(=O)[nH]1
 : -3.0	-9.3%	16.1%	-2.4	-0.8%	-0.3	-7.6%	-16.0%	19.5%
(36) N#CCC(=O)Nc1ccc(C(=O)NNC(=S)NC2CCCCC2)cc1
 : -0.1	-0.5%	2.3%	nt	-4.5%	nt	-5.7%	-21.9%	-35.1%
(37) O=C(CC(C(=O)O)c1cccc(Br)c1)c1ccc(Cl)cc1 (centres undefined)
 : -5.0	-15.3%	-1.2%	0.4	0.1%	0.9	0.0%	-10.5%	-6.4%
(38) CCn1c(SC(C)C(=O)Nc2nnc(C)s2)nnc1-c1ccco1 (centres undefined)
 : -5.2	-1.0%	9.1%	16.3	5.4%	1.1	2.7%	7.1%	-22.7%
(39) O=C(NCCCN=C1NS(=O)(=O)c2ccccc21)c1ccccc1Cl
 : -7.3	10.1%	1.9%	6.6	-4.1%	-0.8	11.4%	0.1%	-14.3%
